Source: PubChem BioAssay
TLR9-MyD88 block – blocks human TLR9 binding to MyD88; inhibition, % at 4.98 µM; 340,000 compounds, 0.21% hits; Q9NR96+Q99836; CHO BLA complementation TLR9-MyD88, CCF4 FRET ratio; AID 504734;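 active = inhibition above the mean over all tested compounds plus 3 SD, cut at about 21% in these data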;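 note: 0% = DMSO only wells and 100% = clavulanate BLA inhibitor control wells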
MC4R barr agon – activates human MC4R beta-arrestin recruitment. U2OS MC4R beta-arrestin complementation, luminescence; percent of melanotan II response, DMSO zero. activation, % at 8.9 µM. 360,000 compounds, 0.98% hits. AID 540308;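 active = activation above a per-plate cutoff, the mean activation of sample wells on that plate plus 3 SD, cut at about 8% in these data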
Target sequence (P32245 whole entry, looked up): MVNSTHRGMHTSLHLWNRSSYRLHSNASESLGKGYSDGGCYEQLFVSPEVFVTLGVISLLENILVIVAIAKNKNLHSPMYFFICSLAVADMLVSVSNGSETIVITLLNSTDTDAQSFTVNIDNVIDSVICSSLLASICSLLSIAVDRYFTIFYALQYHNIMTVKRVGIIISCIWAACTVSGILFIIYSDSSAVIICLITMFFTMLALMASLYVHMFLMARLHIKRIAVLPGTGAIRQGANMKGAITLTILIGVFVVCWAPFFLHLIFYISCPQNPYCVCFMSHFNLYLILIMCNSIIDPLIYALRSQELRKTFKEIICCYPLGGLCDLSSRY
NOD2 RIPK2 PPI – blocks binding of human NOD2 to RIPK2. CHO BLA complementation NOD2-RIPK2, CCF4 ratio. 360,000 compounds, 0.38% hits. AID 624267. inhibition, % at 4.98 µM. O43353; in the data active = inhibition above about 21%;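 note: 0% = vehicle only and 100% = reference blocker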
Target sequence (O43353 whole entry, looked up): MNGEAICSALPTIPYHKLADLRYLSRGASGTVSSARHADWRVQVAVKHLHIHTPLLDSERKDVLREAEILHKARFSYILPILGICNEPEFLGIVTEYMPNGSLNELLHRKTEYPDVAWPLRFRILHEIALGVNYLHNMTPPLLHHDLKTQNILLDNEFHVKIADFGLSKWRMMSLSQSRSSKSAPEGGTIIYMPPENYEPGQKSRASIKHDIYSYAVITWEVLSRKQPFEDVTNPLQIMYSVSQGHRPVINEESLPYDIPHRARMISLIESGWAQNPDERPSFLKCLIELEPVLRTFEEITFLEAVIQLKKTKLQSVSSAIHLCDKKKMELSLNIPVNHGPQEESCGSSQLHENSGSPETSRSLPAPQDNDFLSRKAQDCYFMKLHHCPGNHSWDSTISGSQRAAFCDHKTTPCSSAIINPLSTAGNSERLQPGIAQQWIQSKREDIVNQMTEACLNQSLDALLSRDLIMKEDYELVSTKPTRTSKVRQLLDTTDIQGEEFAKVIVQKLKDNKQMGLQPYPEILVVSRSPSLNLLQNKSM
aDG glyco up – increases alpha dystroglycan glycosylation; Pro5-aDG cells, alpha-DG glycosylation AlphaScreen (IIH6); 0% Pro5, 100% B10-LARGE cell signal; activation, % at 10 µM; 360,000 compounds, 0.22% hits; AID 624168;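 active = activation of at least 8% versus controls, or a plate z-score of at least 8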;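 note: Pro5 are CHO cells carrying HIG-tagged alpha-DG that lacks glycosylation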
Granule exo inh – blocks lytic granule exocytosis; TALL-104 LAMP-1 surface exposure, flow cytometry; cells stimulated with thapsigargin and PMA; inhibition, % at 10 µM; 360,000 compounds, 0.66% hits;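 active = inhibition above about 55%, limit read from the data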
ABHD5-PLIN5 inh – inhibitors of human ABHD5-perilipin-5 interaction; Q00G26+Q8WTS1; inhibition, % at 4 µM; Split G. princeps luciferase complementation, luminescence, 4 h; 360,000 compounds, 0.78% hits; AID 602281;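 active = inhibition above the mean inhibition across every tested compound plus 3 SD, cut at about 22% in these data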;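 note: 0% = DMSO only wells and the 100% control is not disclosed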
Vif inh – blocks HIV Vif function; HEK293T cells, Vif self-association by quenched fluorescence, imaging, 24 h; inhibition, % at 7.49 µM; 340,000 compounds, 0.35% hits; AID 602346; in the data active = inhibition above about 50%, passing the limit was not always enough; note: some results filed as inactive read as strong as hits
MC4R antagonist – human MC4R antagonism in cAMP assay; P32245; MC4R-expressing cells, MTII-stimulated cAMP, LANCE TR-FRET; inhibition, % at 6.5 µM; 360,000 compounds, 0.48% hits;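 active = inhibition above its plate's cutoff, the mean of tested wells on that plate plus 3 SD, cut at about 29% in these data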;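 note: 0% = Melanotan II alone and 100% = Melanotan II plus saturating MCL0020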
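Material – human MC4R-expressing U2OS cells · Repeats – no replicates · Detection – TR-FRET with Eu-cAMP and labeled anti-cAMP, 671 nm · Times – compound 30 min, challenge 1 h, detection 1 h · Compound – single nominal compound dose of 6.5 µM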
ABCB6 inh MLPCN – inhibitors of human ABC transporter ABCB6 | Q9NP58 | K562-ABCB6 porphyrin accumulation, flow cytometry, 1 h; hits give low values | 360,000 compounds, 0.19% hits | fluorescence ratio to DMSO, % at 10 µM | AID 602162;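 active = fluorescence ratio to DMSO below 75%, the collection mean minus 3 SD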;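 note: signal is porphyrin accumulated inside mitochondria; 100% equals median channel fluorescence of DMSO control wells; lower ratio means ABCB6 inhibition with less porphyrin fluorescence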
Glyco luc inh – blocks N-linked glycosylation in D54 reporter cells; reporter increase, % at 12.5 µM; 360,000 compounds, 0.23% hits; D54 ERlucT glycosylation luciferase reporter, 24 h; percent of 100 nM tunicamycin response;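 active = mean luciferase reporter signal, scaled so untreated is 0 and the glycosylation-blocking control 100, at or above a set limit in every replicate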;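 note: luciferase carries N-glycosylation sites so blocking glycosylation raises the light; 0% = median of neutral control wells and 100% = median of 100 nM tunicamycin wells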
* = called active by the depositor. Not all compounds are listed; the hit share may differ from the screen's.

O=S(=O)(/N=C(/Nc1cccnc1)c1ccccc1)c1ccc(F)cc1F was read as TLR9-MyD88 block 3, MC4R barr agon -1.3, NOD2 RIPK2 PPI 9, aDG glyco up -0.3, Granule exo inh -4, ABHD5-PLIN5 inh -5, Vif inh 0, MC4R antagonist 11, ABCB6 inh MLPCN 96 and Glyco luc inh 0.
`Cc1ccc2c(CN3CC(C)CC(C)C3)cc(=O)oc2c1` (configuration not stated) gave TLR9-MyD88 block -13, MC4R barr agon 2.8, NOD2 RIPK2 PPI -9, aDG glyco up 0.0, Granule exo inh -3, ABHD5-PLIN5 inh -5, Vif inh -9, MC4R antagonist 8, ABCB6 inh MLPCN 94 and Glyco luc inh -5.
COc1cccc(CNC(=O)c2cnc(-c3ccccn3)nc2C(F)(F)F)c1 was read as TLR9-MyD88 block 2, MC4R barr agon -0.9, NOD2 RIPK2 PPI -5, aDG glyco up 0.0, Granule exo inh -3, ABHD5-PLIN5 inh 0, Vif inh -13, MC4R antagonist -1, ABCB6 inh MLPCN 94 and Glyco luc inh -1.
For CC1(C)CC(C)(c2ccc(O)cc2O)N(c2ccc3ccccc3c2)C(=S)N1 (configuration not stated) the results were TLR9-MyD88 block 6, MC4R barr agon -2.2, NOD2 RIPK2 PPI -5, aDG glyco up -0.1, Granule exo inh 2, ABHD5-PLIN5 inh 6, Vif inh 13, MC4R antagonist 12, ABCB6 inh MLPCN 104 and Glyco luc inh 1.
`C=CCOc1ccc(C2/C(=C(\O)c3c(C)[nH]c(C(=O)OC)c3C)C(=O)C(=O)N2CCN(C)C)cc1` (configuration not stated) gave TLR9-MyD88 block 4, MC4R barr agon -2.4, NOD2 RIPK2 PPI 0, aDG glyco up 0.0, Granule exo inh 23, ABHD5-PLIN5 inh 5, Vif inh -9, MC4R antagonist 1, ABCB6 inh MLPCN 92 and Glyco luc inh -2.
For CCOC(=O)c1cnc(SCC(=O)OC)nc1N the results were TLR9-MyD88 block -3, MC4R barr agon -3.6, NOD2 RIPK2 PPI -3, aDG glyco up 0.3, Granule exo inh -3, ABHD5-PLIN5 inh -5, Vif inh 6, MC4R antagonist 11, ABCB6 inh MLPCN 101 and Glyco luc inh 1.
O=C(O)CN1C(=O)/C(=C/c2ccc(SCc3ccccc3)o2)SC1=S was read as TLR9-MyD88 block -1, MC4R barr agon -1.7, NOD2 RIPK2 PPI -5, aDG glyco up 0.1, Granule exo inh 1, ABHD5-PLIN5 inh -9, Vif inh 12, MC4R antagonist -14, ABCB6 inh MLPCN 98 and Glyco luc inh 4.
Nc1nonc1-n1nnc(C(=O)N/N=C/c2cc(Br)cs2)c1-c1ccccc1 was read as TLR9-MyD88 block -8, MC4R barr agon 2.9, NOD2 RIPK2 PPI -2, aDG glyco up 0.2, Granule exo inh 0, ABHD5-PLIN5 inh -2, Vif inh 2, MC4R antagonist 14, ABCB6 inh MLPCN 98 and Glyco luc inh 6.
Cc1cccc(N2CCN(S(=O)(=O)c3cc(-c4cc(C)no4)ccc3C)CC2C)c1 (configuration not stated) was read as TLR9-MyD88 block 1, MC4R barr agon -3.7, NOD2 RIPK2 PPI 5, aDG glyco up 0.1, Granule exo inh 10, ABHD5-PLIN5 inh 1, Vif inh 1, MC4R antagonist -18, ABCB6 inh MLPCN 94 and Glyco luc inh 8.
For COC(=O)C1=C(C)N(Cc2ccccc2)C(=NCc2ccco2)N[C@H]1c1cccc(F)c1 the results were TLR9-MyD88 block -4, MC4R barr agon 0.0, NOD2 RIPK2 PPI -6, aDG glyco up 0.7, Granule exo inh -1, ABHD5-PLIN5 inh 18, Vif inh 2, MC4R antagonist 4, ABCB6 inh MLPCN 104 and Glyco luc inh 1.
Screening CCOc1ccccc1CNc1nc2nc3c(c(=O)n2[nH]1)CCC3 returned TLR9-MyD88 block -5, MC4R barr agon -2.8, NOD2 RIPK2 PPI -5, aDG glyco up -0.2, Granule exo inh 1, ABHD5-PLIN5 inh 4, Vif inh 7, MC4R antagonist 1, ABCB6 inh MLPCN 90 and Glyco luc inh 0.
Screening C[C@H](NC(=O)c1ccco1)C(=O)Nc1ccc(C#N)cc1 returned TLR9-MyD88 block 3, MC4R barr agon -1.1, NOD2 RIPK2 PPI 7, aDG glyco up 0.1, Granule exo inh -5, ABHD5-PLIN5 inh 4, Vif inh 24, MC4R antagonist 4, ABCB6 inh MLPCN 100 and Glyco luc inh 0.
COc1cc2c(cc1OC)C1=C(C#N)CCC(=O)N1CC2 was read as TLR9-MyD88 block -17, MC4R barr agon -2.3, NOD2 RIPK2 PPI -5, aDG glyco up 0.1, Granule exo inh 0, ABHD5-PLIN5 inh -7, Vif inh -5, MC4R antagonist -5, ABCB6 inh MLPCN 141 and Glyco luc inh -1.
Screening CC(C)c1cc(C(=O)Nc2cc(Cl)ccc2O)no1 returned TLR9-MyD88 block 1, MC4R barr agon 3.4, NOD2 RIPK2 PPI -5, aDG glyco up -0.2, Granule exo inh -4, ABHD5-PLIN5 inh -3, Vif inh 8, MC4R antagonist 8, ABCB6 inh MLPCN 108 and Glyco luc inh -2.
For CCSc1nnc(-c2cc(Br)ccc2N=Cc2c(C)[nH]n(-c3ccccc3)c2=O)c(=O)[nH]1 the results were TLR9-MyD88 block -9, MC4R barr agon -1.1, NOD2 RIPK2 PPI 4, aDG glyco up -0.4, Granule exo inh -2, ABHD5-PLIN5 inh -3, Vif inh -3, MC4R antagonist 17, ABCB6 inh MLPCN 103 and Glyco luc inh 3.
COc1cc2c(cc1OC)C1CCc3cc4c(cc3C1N=C2)OCO4 (configuration not stated) was read as TLR9-MyD88 block -5, MC4R barr agon 0.7, NOD2 RIPK2 PPI -8, aDG glyco up 0.2, Granule exo inh 0, ABHD5-PLIN5 inh 3, MC4R antagonist 10, ABCB6 inh MLPCN 101 and Glyco luc inh 2.
CC(C)(O)C#Cc1ccc(CN2CCN(Cc3ccccc3)C(CCO)C2)cc1 (configuration not stated) was read as TLR9-MyD88 block -2, MC4R barr agon -1.7, NOD2 RIPK2 PPI 1, aDG glyco up -0.2, Granule exo inh 1, ABHD5-PLIN5 inh -3, Vif inh -8, MC4R antagonist 11, ABCB6 inh MLPCN 97 and Glyco luc inh -1.
`O=C(CSc1ccccc1)Nc1ccc(N2CCOCC2)c(F)c1` gave TLR9-MyD88 block -5, MC4R barr agon 1.0, NOD2 RIPK2 PPI -2, aDG glyco up 0.7, Granule exo inh 1, ABHD5-PLIN5 inh 7, Vif inh -5, MC4R antagonist 9, ABCB6 inh MLPCN 102 and Glyco luc inh -4.
For Cc1ccc(CCC(=O)Nc2ccc([N+](=O)[O-])cc2)o1 the results were TLR9-MyD88 block -9, MC4R barr agon -0.2, NOD2 RIPK2 PPI -8, aDG glyco up -0.2, Granule exo inh -4, ABHD5-PLIN5 inh 9, Vif inh 9, MC4R antagonist -2, ABCB6 inh MLPCN 107 and Glyco luc inh 2.
For Cc1cccc(-n2nnnc2SCC(=O)Nc2ccc(N3CCN(C)CC3)cc2)c1 the results were TLR9-MyD88 block -5, MC4R barr agon -2.7, NOD2 RIPK2 PPI -2, aDG glyco up 0.2, Granule exo inh 2, ABHD5-PLIN5 inh 4, Vif inh -4, MC4R antagonist 20, ABCB6 inh MLPCN 101 and Glyco luc inh 0.
Cc1ccc(C(C)C)c(OCC(=O)OCC(=O)c2c(N)n(C)c(=O)n(C)c2=O)c1 was read as TLR9-MyD88 block 3, MC4R barr agon -2.7, NOD2 RIPK2 PPI -6, aDG glyco up -0.1, Granule exo inh -7, ABHD5-PLIN5 inh 6, Vif inh 2, MC4R antagonist 0, ABCB6 inh MLPCN 97 and Glyco luc inh 2.
CCCC[C@H]1COCCS(=O)(=O)N1Cc1ccc(C)cc1 was read as TLR9-MyD88 block -7, MC4R barr agon 2.7, NOD2 RIPK2 PPI -2, aDG glyco up 0.3, Granule exo inh -5, ABHD5-PLIN5 inh -2, Vif inh -4, MC4R antagonist 0, ABCB6 inh MLPCN 106 and Glyco luc inh 1.
`Cc1ccc(-n2c(=S)[nH]c3c(oc4ccccc43)c2=O)cc1` gave TLR9-MyD88 block 10, MC4R barr agon -2.1, NOD2 RIPK2 PPI 0, aDG glyco up -0.1, Granule exo inh -2, ABHD5-PLIN5 inh -2, Vif inh -6, MC4R antagonist 11, ABCB6 inh MLPCN 98 and Glyco luc inh -1.
O=C(COC(=O)CNS(=O)(=O)c1ccc2ccccc2c1)Nc1ccccc1Sc1ccccc1 was read as TLR9-MyD88 block 8, MC4R barr agon 0.1, NOD2 RIPK2 PPI 2, aDG glyco up 0.0, Granule exo inh 11, ABHD5-PLIN5 inh 1, Vif inh -5, MC4R antagonist 18, ABCB6 inh MLPCN 101 and Glyco luc inh -2.
Screening CN(C)S(=O)(=O)n1cc(/C=C(\NC(=O)c2ccccc2Cl)C(=O)NCCN2CCOCC2)c2ccccc21 returned TLR9-MyD88 block -13, MC4R barr agon -3.0, NOD2 RIPK2 PPI -3, aDG glyco up -0.4, Granule exo inh 4, ABHD5-PLIN5 inh 1, Vif inh 1, MC4R antagonist 15, ABCB6 inh MLPCN 96 and Glyco luc inh -1.
Cc1noc(C)c1CSc1nnc2scc(-c3ccccc3)n12 was read as TLR9-MyD88 block -3, MC4R barr agon -1.8, NOD2 RIPK2 PPI -4, aDG glyco up 0.0, Granule exo inh 4, ABHD5-PLIN5 inh 5, Vif inh -6, MC4R antagonist -3, ABCB6 inh MLPCN 88 and Glyco luc inh 2.
COc1ccc(/C=C2/C(=N)N3N=C(CC(=O)N4CCCC4)SC3=NC2=O)cc1OC was read as TLR9-MyD88 block -8, MC4R barr agon -4.3, NOD2 RIPK2 PPI 6, aDG glyco up 0.1, Granule exo inh -2, ABHD5-PLIN5 inh -6, Vif inh -4, MC4R antagonist 0, ABCB6 inh MLPCN 102 and Glyco luc inh 1.
COC(=O)C1=C(C)N(c2ccccc2)C(=S)NC1c1ccccc1C(F)(F)F (configuration not stated) was read as TLR9-MyD88 block 3, MC4R barr agon 0.3, NOD2 RIPK2 PPI -1, aDG glyco up 0.3, Granule exo inh 1, ABHD5-PLIN5 inh -1, Vif inh 12, MC4R antagonist 17, ABCB6 inh MLPCN 104 and Glyco luc inh -1.
O=C(Nc1nnc(S(=O)(=O)N2CCCCC2)s1)c1cccc(Br)c1 was read as TLR9-MyD88 block 11, MC4R barr agon -0.5, NOD2 RIPK2 PPI -12, aDG glyco up 0.2, Granule exo inh 8, ABHD5-PLIN5 inh -3, Vif inh -9, MC4R antagonist 5, ABCB6 inh MLPCN 97 and Glyco luc inh 0.
c1cn(-c2ncnc3sc4c(c23)CCCC4)cn1 was read as TLR9-MyD88 block -1, MC4R barr agon -1.6, NOD2 RIPK2 PPI -10, aDG glyco up 0.2, Granule exo inh 0, ABHD5-PLIN5 inh 2, Vif inh 12, MC4R antagonist 2, ABCB6 inh MLPCN 101 and Glyco luc inh -5.
`CCOc1ccc(NC(=O)c2ccc(NC(=O)COC(=O)Cc3ccc(OC)cc3)cc2)cc1` gave TLR9-MyD88 block -3, MC4R barr agon 2.3, NOD2 RIPK2 PPI 4, aDG glyco up 0.8, Granule exo inh 0, ABHD5-PLIN5 inh 1, Vif inh 9, MC4R antagonist 4, ABCB6 inh MLPCN 99 and Glyco luc inh 3.
